KCNK9 block = KCNK9 potassium channel inhibitors, primary screen, HEK293 cells, thallium flux; AID 488922, 2010; 310,000 tested, 1.2% active; B-score at 10 µM; FluxOR thallium flux fluorescence; active compounds read low;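 active = ratio B-score over 3 SD below the library mean, with starting fluorescence within 5 SD of its mean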;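 note: negative B-score means less thallium flux so channel inhibition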
Target sequence (Q9NPC2 whole entry, looked up): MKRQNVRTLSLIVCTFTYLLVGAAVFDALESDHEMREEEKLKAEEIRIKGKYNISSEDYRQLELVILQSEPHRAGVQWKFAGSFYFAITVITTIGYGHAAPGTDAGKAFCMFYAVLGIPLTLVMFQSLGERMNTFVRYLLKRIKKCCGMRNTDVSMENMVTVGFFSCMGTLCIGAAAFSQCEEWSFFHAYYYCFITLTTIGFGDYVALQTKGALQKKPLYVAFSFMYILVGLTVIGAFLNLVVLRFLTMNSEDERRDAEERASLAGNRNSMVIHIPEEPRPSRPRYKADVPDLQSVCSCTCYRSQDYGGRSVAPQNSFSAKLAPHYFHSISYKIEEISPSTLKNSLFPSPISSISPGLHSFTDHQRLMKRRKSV
GSK3A inh = blockers of GSK3A enzyme activity – biochemical, luminescence, cell-free homogeneous, HTS, primary screen. Glycogen synthase kinase-3 alpha (Homo sapiens), P49840. GSK-3 alpha kinase, ADP-Glo luminescence, 60 min. inhibition, % at 10 µM. 320,000 tested, 0.1% active;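 in the data active = inhibition above about 50%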;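 note: GST-tagged GSK-3 alpha with peptide substrate and 25 µM ATP; 0% = DMSO neutral wells and 100% = GW8510 positive control wells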
GSK3B inh = human GSK3beta kinase inhibitors, primary screen, biochemical, cell-free homogeneous, HTS; GST-GSK3beta kinase, ADP-Glo luminescence, 60 min; active compounds read low; activity score (negative = inhibition), % at 10 µM; 300,000 tested, 0.038% active; AID 2097, 2009;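 active = more than half of replicate wells score below -50%, meaning over 50% inhibition versus plate controls; inconclusive = some replicates but at most half score below -50%; inactive = no replicate scores below -50%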;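 note: 0% = median DMSO wells and -100% = median GW8510 positive control wells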
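Test system: GST-tagged human GSK3beta kinase, cell-free; evaluation: activity score scaled between in-plate DMSO and GW8510 controls; measured by: ADP-Glo luminescence; incubation: 60 min reaction, RT; benchmarks: DMSO and 20 µM GW8510; reagent: peptide substrate plus 25 µM ATP (final); medium: Tris/MgCl2 kinase buffer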
PolyA inh = polyadenylation inhibitors in yeast reporter cells, primary screen, luminescence, S. cerevisiae. S. cerevisiae SKY197-pL101 polyadenylation reporter, beta-gal luminescence; efflux-impaired pdr1/pdr3 knockout yeast; score 100 = 6 SD above DMSO. calls only at 12 µM. 300,000 tested, 0.02% active;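 active = lowest replicate activity score at least 50, where 100 means six control SD above control mean; inconclusive = lowest score under 50 but half or more replicates reach 50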;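 note: yeast exposed to compound for 9 h at 30 °C; higher score means more reporter readthrough which indicates perturbed polyadenylation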
RGS4 pot = RGS4 potentiators or activators, primary screen, cell-based, HEK293 M3R inducible RGS4, calcium flux. B-score at 10 µM. 310,000 tested, 0.92% active. carbachol calcium flux Fluo4; active compounds read low;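 active = B-score of the integrated calcium signal more than 4 SD below the library mean, with starting fluorescence not abnormally high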;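 note: negative B-score means reduced calcium response which marks RGS4 activation or potentiation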
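Test system: HEK293 cells with stable M3R and inducible RGS4; also added: carbachol at ECmax as muscarinic agonist stimulus; schedule: dye loading 30 min 37 °C, buffer rest 30 min RT; technique: kinetic calcium fluorescence imaging with Fluo4-AM dye, 2 µM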
KCNK3 block = human KCNK3 channel inhibitors, primary screen, CHO cells, FluxOR thallium flux, B-score; 340,000 tested, 0.84% active; FluxOR fluorescence; active compounds read low; Potassium channel subfamily K member 3 (Homo sapiens), O14649; B-score at 10 µM;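 active = B-score under library mean minus 4 SD, starting fluorescence ratio at most library mean plus 5 SD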;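 note: more negative B-score means stronger inhibition of thallium flux through KCNK3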
DYRK1A inh = rat Dyrk1A kinase inhibitors, primary screen, biochemical, single point, plate reader; Dual specificity tyrosine-phosphorylation-regulated kinase 1A (Rattus norvegicus), Q63470; ADP-Glo luminescence, NFATc1 peptide; inhibition, % at 12.5 µM; 310,000 tested, 0.43% active; in the data active = inhibition above about 50%;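 note: plate controls were vehicle with enzyme for no effect and no enzyme for full effect; many of its hits are not listed in these tables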
hERG rescue = hERG rescue from dofetilide block, primary screen, cell-based, CHO-hERG, FluxOR thallium flux, dofetilide IC70 | activation (rescue from dofetilide block), less the hit threshold, % at 10 µM | dofetilide IC70 present | 310,000 tested, 0.51% active | Voltage-gated inwardly rectifying potassium channel KCNH2 (Homo sapiens), Q12809 | AID 1511, 2009;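 active = activation above the mean of controls blocked by dofetilide plus 5 SD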;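 note: thallium influx through hERG after potassium depolarization seen as dye fluorescence rise; in these data hits start at about 4.7%; inactives centre near -7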
KCNQ1 inh = inhibitors of human KCNQ1 channel, primary screen, cell-based, thallium flux, high-throughput | 310,000 tested, 1.3% active | Potassium voltage-gated channel subfamily KQT member 1 (Homo sapiens), P51787 | AID 2642, 2010 | CHO-K1 KCNQ1, FluxOR thallium flux fluorescence; active compounds read high | B-score at 10 µM;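 active = compounds whose thallium flux B-score, printed positive for inhibition, exceeds three library SD while starting fluorescence stays within three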;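 note: channel opened by potassium depolarization with thallium stimulus after 20 min compound exposure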
HDAC3 inh = HDAC3 deacetylase inhibitors, primary screen, biochemical, fluorescence, cell-free homogeneous. Histone deacetylase 3 (Homo sapiens), O15379. 320,000 tested, 0.15% active. inhibition, % at 8.3 µM. recombinant HDAC3, fluorogenic peptide/trypsin coupled; in the data active = inhibition above about 26%, passing the limit was not always enough; inconclusive = no clear call, values can overlap the other calls
Target sequence (O15379 whole entry, looked up): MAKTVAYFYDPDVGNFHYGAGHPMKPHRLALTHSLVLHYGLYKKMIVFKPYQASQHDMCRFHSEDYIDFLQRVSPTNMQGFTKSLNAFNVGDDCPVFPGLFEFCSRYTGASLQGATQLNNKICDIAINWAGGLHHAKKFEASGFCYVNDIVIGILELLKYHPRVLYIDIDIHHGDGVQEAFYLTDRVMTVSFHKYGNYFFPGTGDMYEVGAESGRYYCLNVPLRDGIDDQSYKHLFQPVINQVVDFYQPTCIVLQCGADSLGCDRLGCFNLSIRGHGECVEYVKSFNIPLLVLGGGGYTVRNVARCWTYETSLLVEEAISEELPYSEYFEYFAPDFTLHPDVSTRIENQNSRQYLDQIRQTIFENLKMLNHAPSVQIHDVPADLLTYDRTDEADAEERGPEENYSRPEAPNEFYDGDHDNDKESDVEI
KCNQ1 act = potentiators or activators of KCNQ1 channel, primary screen, cell-based, thallium flux, high-throughput; Potassium voltage-gated channel subfamily KQT member 1 (Homo sapiens), P51787; CHO-K1 KCNQ1, thallium flux FluxOR fluorescence; active compounds read high; B-score at 10 µM; 310,000 tested, 0.35% active; AID 2648, 2010;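 active = fluorescence ratio B-score, a plate-corrected score, at least three library SD, with initial intensity B-score within 5 SD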
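assay system = KCNQ1-transfected CHO-K1 cells | medium = assay buffer with matched DMSO | probe or stimulus = depolarizing K+/Tl+ stimulus, K2SO4 and Tl2SO4 each 12.5 mM in 5x stock | dosing = single dose | incubation = dye 90 min, compound 20 min, room temperature | detection = kinetic FluxOR fluorescence, 10 s baseline plus 110 s post-stimulus | evaluation = ratio B score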
The depositor's hits bear a star; i = inactive; ? = inconclusive; / = not tested or not shown.

1	CC(C)Cc1ccc(C(C)C(=O)Nc2nccs2)cc1 (configuration not stated)
2	Nc1cc(N)nc(SCC(=O)N2CCc3ccccc32)n1
3	CC(=O)Cc1nsc(NC(=O)c2oc(-c3ccccc3Cl)cc2C)n1
4	Cn1cc(CCCC(=O)NCc2ccccc2)c2ccccc21
5	O=C(N/N=C/c1ccc([N+](=O)[O-])cc1)c1ccccc1OCc1ccccc1
6	Cc1cc(C)cc(NC(=O)C2CCN(S(=O)(=O)c3c(C)n[nH]c3C)CC2)c1
Screen / compound no.,1,2,3,4,5,6
KCNK9 block,i,i,i,i,i,i
GSK3A inh,0,-3,-2,-1,0,4
GSK3B inh,-5,-4,-1,-6,-3,-6
PolyA inh,i,i,i,i,i,i
RGS4 pot,i,i,i,i,i,i
KCNK3 block,i,i,i,i,i,i
DYRK1A inh,0,13,4,/,-2,7
hERG rescue,-6,-2,-10,-4,1,-8
KCNQ1 inh,i,i,i,i,i,i
HDAC3 inh,6,0,-2,?,8,-2
KCNQ1 act,i,i,i,i,i,i

7	CC1Cc2ccccc2N1C(=O)CN1C(=O)C(=O)N(Cc2ccccc2)C1=O (configuration not stated)
8	COc1ccc(C2C(C(C)=O)=C(O)C(=O)N2c2nccs2)c(OC)c1 (configuration not stated)
9	O=C(NCCCCNC(=O)c1cccs1)c1cccs1
10	O=C(NNC(=O)c1ccccc1C(=O)O)c1ccc(-c2ccccc2)cc1
11	COC(C(=O)Nc1ccc(F)c(F)c1)c1ccccc1 (configuration not stated)
12	CCC(C)Nc1nc2ccccc2n2c(C)nnc12 (configuration not stated)
Screen / compound no.,7,8,9,10,11,12
KCNK9 block,i,i,i,i,i,i
GSK3A inh,-2,/,-5,-2,-1,1
GSK3B inh,0,-29,5,0,2,-2
PolyA inh,i,i,i,i,i,i
RGS4 pot,i,i,i,i,i,i
KCNK3 block,i,i,i,/,i,i
DYRK1A inh,6,-6,14,/,5,1
hERG rescue,-10,-8,-4,-3,-10,-15
KCNQ1 inh,i,i,i,i,i,i
HDAC3 inh,0,2,0,3,-3,-7
KCNQ1 act,i,i,i,i,i,i

13	CCOc1ccc(CN(C)CC(=O)Nc2ccc3c(c2)CCC3)cc1OC
14	C=CCCC(=O)N1CCC(n2nccc2NC(=O)c2ccc(OC)cc2)CC1
15	O=C(COC(=O)C1CCC(=O)N1)Nc1ccc(Br)cc1 (configuration not stated)
16	Cc1ccc(C(=O)N2CCN(c3ccc(Cl)cc3)CC2)cc1
17	CCOC(=O)N1CCN(C(=O)c2cccc(NC3=NC4CS(=O)(=O)CC4S3)c2)CC1 (configuration not stated)
18	COc1ccc(/C=C(\C#N)C(=O)Nc2cccc(C)n2)cc1
Screen / compound no.,13,14,15,16,17,18
KCNK9 block,i,i,i,i,i,i
GSK3A inh,3,-2,0,1,-3,2
GSK3B inh,1,2,2,1,0,-2
PolyA inh,i,i,i,i,i,i
RGS4 pot,i,i,i,i,i,i
KCNK3 block,i,i,i,i,i,i
DYRK1A inh,-3,-2,5,9,-5,-2
hERG rescue,-9,-7,-10,-11,-11,-6
KCNQ1 inh,i,i,i,i,i,i
HDAC3 inh,-1,-1,-2,-9,-5,-1
KCNQ1 act,i,i,i,i,i,i

19	Cn1cnc([N+](=O)[O-])c1S(=O)(=O)c1cccc(Cl)c1
20	CC1CN(C(=O)Nc2cccc(C(F)(F)F)c2)CC(C)O1 (configuration not stated)
21	COCCCNC(=S)Nc1ccc(C)cc1
22	Cc1nc(C(=O)NCC(=O)c2ccccc2)c(C(F)(F)F)o1
23	Cn1c(=O)n(C)c2cc(/C=N/NC(=O)c3cc4cc(Br)ccc4o3)ccc21
24	CC1(C)COC(c2cccn2Cc2ccc(F)cc2Cl)=N1
Screen / compound no.,19,20,21,22,23,24
KCNK9 block,i,i,i,i,i,i
GSK3A inh,-3,1,0,2,-2,/
GSK3B inh,0,0,2,-2,3,-1
PolyA inh,i,i,i,i,i,i
RGS4 pot,i,i,i,i,i,i
KCNK3 block,i,i,i,i,i,i
DYRK1A inh,-2,1,3,-1,4,8
hERG rescue,-4,-8,-6,-3,-3,-20
KCNQ1 inh,i,i,i,i,i,i
HDAC3 inh,/,-2,4,3,2,0
KCNQ1 act,i,i,i,i,i,i

25	Oc1ccc(Br)cc1C1Nc2ccccc2S1 (configuration not stated)
26	Cc1ccc(CNC(=O)Cn2c(=O)n(-c3ccccc3)c(=O)c3sccc32)cc1
27	CCOC(=O)c1[nH]ncc1CN1CCC(Cc2cccc(OC)c2)(C(=O)OCC)CC1
28	O=C(NC1CCCCC1)c1ccc(-c2ccccc2)cc1
29	Cc1ccc(C2(C)NC(=O)N(CC(=O)Nc3ccc(N4CCOCC4)cc3N3CCOCC3)C2=O)cc1 (configuration not stated)
30	O=CC1=C(N2CCOCC2)/C(=C\c2ccccc2)CC1
Screen / compound no.,25,26,27,28,29,30
KCNK9 block,i,i,i,i,i,i
GSK3A inh,-4,-3,1,0,-2,1
GSK3B inh,-1,1,3,0,/,1
PolyA inh,i,i,i,i,i,i
RGS4 pot,i,i,i,i,i,i
KCNK3 block,i,i,i,i,i,i
DYRK1A inh,-8,5,-2,-2,5,5
hERG rescue,-8,-8,-7,-5,-5,-4
KCNQ1 inh,i,i,i,i,i,i
HDAC3 inh,3,1,/,3,-3,2
KCNQ1 act,i,i,i,i,i,i

31	Cc1ccc(CNCC(O)(c2ccccc2)c2ccc(F)cc2)cc1 (configuration not stated)
32	CCC(c1nnnn1CCOC)N1CCN(Cc2ccccc2OC)CC1 (configuration not stated)
33	Cn1c(SCC(=O)N2CCc3ccccc32)nnc1C1CC1
34	Cc1cc(N2C(=O)C3C4CC(C(Br)C4Br)C3C2=O)no1 (configuration not stated)
35	CCCN(CC(=O)Nc1ccccc1OC)C(=O)CSc1nc(C)cc(C)n1
36	CCOc1cccc(C2C(C(=O)c3ccc(C)o3)=C(O)C(=O)N2CCCn2ccnc2)c1 (configuration not stated)
Screen / compound no.,31,32,33,34,35,36
KCNK9 block,i,i,i,i,i,i
GSK3A inh,-2,-1,2,0,0,1
GSK3B inh,-3,-1,4,2,2,2
PolyA inh,i,i,i,i,i,i
RGS4 pot,i,i,i,i,i,i
KCNK3 block,i,i,i,i,i,i
DYRK1A inh,-8,7,-9,9,-1,9
hERG rescue,-14,-1,-1,-5,-14,-6
KCNQ1 inh,i,i,i,i,i,i
HDAC3 inh,0,6,-1,3,3,5
KCNQ1 act,i,i,i,i,i,i

Some of these compounds in order of number of heavy atoms, largest number first:
35	CCCN(CC(=O)Nc1ccccc1OC)C(=O)CSc1nc(C)cc(C)n1
31	Cc1ccc(CNCC(O)(c2ccccc2)c2ccc(F)cc2)cc1 (configuration not stated)
34	Cc1cc(N2C(=O)C3C4CC(C(Br)C4Br)C3C2=O)no1 (configuration not stated)
Screen / compound no.,35,31,34
KCNK9 block,i,i,i
GSK3A inh,0,-2,0
GSK3B inh,2,-3,2
PolyA inh,i,i,i
RGS4 pot,i,i,i
KCNK3 block,i,i,i
DYRK1A inh,-1,-8,9
hERG rescue,-14,-14,-5
KCNQ1 inh,i,i,i
HDAC3 inh,3,0,3
KCNQ1 act,i,i,i

(continued)
37	O=C(N/N=C/c1cccnc1)/C(=C\c1cccs1)NC(=O)c1ccccc1
38	CC1CCc2nc(NCCO)nc(C(F)(F)F)c2C1 (configuration not stated)
39	CC(C)c1ccc(/C=C/C(=O)Nc2nc3ccc([N+](=O)[O-])cc3s2)cc1
40	Cc1ccccc1Sc1ccc([N+](=O)[O-])cn1
41	Cc1ccc(CNC(=O)c2cccnc2Sc2cccc(Cl)c2)cc1
42	COC(=O)c1nc(NC(=O)c2ccccc2)n[nH]1
Screen / compound no.,37,38,39,40,41,42
KCNK9 block,i,i,i,i,i,i
GSK3A inh,-2,-1,-3,0,-1,-4
GSK3B inh,2,-1,2,0,-5,4
PolyA inh,i,i,i,i,i,i
RGS4 pot,i,i,i,i,i,i
KCNK3 block,i,i,i,i,i,i
DYRK1A inh,0,-6,24,-4,-4,-2
hERG rescue,2,-3,-7,-4,-12,-4
KCNQ1 inh,i,i,i,i,i,i
HDAC3 inh,-1,6,13,-4,7,59*
KCNQ1 act,i,i,i,i,i,i

43	CCOc1ccc(OCc2ccc(C(=O)OCc3ccccn3)o2)cc1
44	O=C(NN1CCOCC1)c1cc(-c2cccs2)nc2ccccc12
45	CC(=O)Nc1ccc(NC(=O)C/C(C)=N/NC(N)=S)cc1
46	CCCc1cc(=O)[nH]c(NCc2ccc(Cl)cc2)n1
47	CCOc1ccccc1-c1cc(-c2ccc(OC)cc2)nc2c1c(=O)n(C)c(=O)n2C
48	CC(=O)Nc1c(C)cc(S(C)(=O)=O)cc1C
Screen / compound no.,43,44,45,46,47,48
KCNK9 block,i,i,i,i,i,i
GSK3A inh,-4,-2,6,5,-1,-2
GSK3B inh,-2,-4,-1,1,-3,0
PolyA inh,i,i,i,i,i,i
RGS4 pot,i,i,i,i,i,i
KCNK3 block,i,i,i,i,i,i
DYRK1A inh,1,3,3,-3,1,0
hERG rescue,-5,-15,-3,-12,-1,-5
KCNQ1 inh,i,i,i,i,i,i
HDAC3 inh,5,1,-4,3,1,-4
KCNQ1 act,i,i,i,i,i,i

Screens as filed in PubChem BioAssay.

An excerpt; rates above refer to the full screens.
